Source: PubChem (several laboratories)
GC-A act = GC-A stimulated cGMP production enhancers – HEK293 GC-A cells, cGMP TR-FRET, EC30 ANP, primary screen | Atrial natriuretic peptide receptor 1 (Homo sapiens), P16066 | 0% at EC30 ANP, 100% saturating ANP | activation, % at 10 µM | actives 0.14% (n = 370,000); in the data active = activation above about 40%
HTRA1 inh = HTRA1 serine protease inhibitors, primary screen, biochemical, fluorescence polarization, HTS | actives 0.5% (n = 340,000) | AID 504803, 2011 | Q92743 | inhibition, % at 5.96 µM | recombinant HTRA1, FP-rhodamine activity-based probe; in the data active = inhibition above about 36%;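 note: 0% = enzyme with DMSO and 100% = wells lacking enzyme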
TCR CD3 inh = inhibitors of human TCR-CD3 interaction, primary screen, biochemical, fluorescence, TAMRA-labeled TCR probe | T-cell receptor (TCR) | inhibition, % at 9.4 µM | actives 0.37% (n = 360,000); in the data active = inhibition above about 19%;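 note: recombinant mutant TCR 2C K166C tagged with TAMRA read by polarization; 0% = receptor in buffer alone and 100% = receptor with positive control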
rCAG binder = binders of r(CAG) RNA repeats, primary screen, biochemical, fluorescence | AID 651821, 2012 | actives 1.3% (n = 370,000) | r(CAG) RNA repeat, TO-PRO-1 dye displacement fluorescence | inhibition, % at 3 µM;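 active = inhibition above the plate cutoff, the mean of all test compounds on that plate plus 3 SD, cut at about 35% in these data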;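 note: 0% = DMSO alone and 100% = 100 µM mitoxantrone as full dye displacement; higher means more dye released from RNA so lower well fluorescence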
NPR2 activator = human GC-B receptor activators, primary screen, HEK293 GC-B cells, cGMP TR-FRET, EC30 CNP; 0% at EC30 CNP, 100% saturating CNP; actives 0.11% (n = 370,000); Atrial natriuretic peptide receptor 2 (Homo sapiens), P20594; activation, % at 10 µM;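 active = activation at 10 µM reaching about 35% in either raw or pattern-adjusted values, limit read from the data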
Target sequence (P20594 whole entry, looked up): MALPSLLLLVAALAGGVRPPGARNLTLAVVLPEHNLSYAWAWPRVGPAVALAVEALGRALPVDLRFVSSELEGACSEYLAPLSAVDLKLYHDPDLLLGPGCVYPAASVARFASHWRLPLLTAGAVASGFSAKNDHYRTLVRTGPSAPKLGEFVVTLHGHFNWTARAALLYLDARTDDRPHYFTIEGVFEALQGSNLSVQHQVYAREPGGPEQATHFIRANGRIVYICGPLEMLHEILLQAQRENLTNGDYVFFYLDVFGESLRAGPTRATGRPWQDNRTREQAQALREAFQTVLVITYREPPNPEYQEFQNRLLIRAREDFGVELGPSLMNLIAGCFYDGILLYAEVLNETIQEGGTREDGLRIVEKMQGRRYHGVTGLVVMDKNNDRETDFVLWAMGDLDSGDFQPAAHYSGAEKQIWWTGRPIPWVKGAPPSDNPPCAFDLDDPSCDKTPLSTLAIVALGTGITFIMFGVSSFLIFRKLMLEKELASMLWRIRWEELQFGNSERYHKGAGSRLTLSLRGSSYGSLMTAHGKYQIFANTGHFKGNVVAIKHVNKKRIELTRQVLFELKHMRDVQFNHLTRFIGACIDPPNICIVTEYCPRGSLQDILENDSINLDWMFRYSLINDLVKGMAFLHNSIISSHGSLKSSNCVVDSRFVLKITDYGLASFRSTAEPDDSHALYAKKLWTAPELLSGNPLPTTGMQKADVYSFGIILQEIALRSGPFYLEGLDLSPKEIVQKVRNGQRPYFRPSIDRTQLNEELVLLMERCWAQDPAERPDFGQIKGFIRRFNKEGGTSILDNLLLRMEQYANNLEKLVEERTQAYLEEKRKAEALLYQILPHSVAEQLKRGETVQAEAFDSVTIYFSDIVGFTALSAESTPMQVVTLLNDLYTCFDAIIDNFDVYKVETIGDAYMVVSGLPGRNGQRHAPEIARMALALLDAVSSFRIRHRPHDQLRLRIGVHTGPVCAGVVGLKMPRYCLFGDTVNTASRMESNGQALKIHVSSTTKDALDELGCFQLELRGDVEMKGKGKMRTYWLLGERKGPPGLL
SIAE primary = human SIAE inhibitors, primary screen, biochemical, fluorescence polarization, FP-Rh probe, 1536-well HTS; inhibition, % at 9.66 µM; SIAE FP-Rh probe binding; actives 0.69% (n = 370,000);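 active = inhibition above a cutoff: mean of compounds within the control limits plus 3 SD of those, cut at about 17% in these data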;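 note: 0% = plate median of compound wells and 100% = probe without SIAE protein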
MBD2 DNA inh = inhibitors of MBD2 binding to methylated DNA, primary screen, biochemical, TR-FRET, DNA-binding domain, human. MBD2 binding to methylated oligonucleotide. inhibition, % at 4.4 µM. actives 0.31% (n = 370,000). AID 686964, 2013; in the data active = inhibition above about 13%
PRMT1 FP inh = PRMT1 methyltransferase inhibitors, primary screen, biochemical, fluorescence polarization; inhibition, % at 2.79 µM; recombinant PRMT1, activity-based probe fluorescence polarization; actives 1.3% (n = 370,000); Protein arginine N-methyltransferase 1 (Homo sapiens), Q99873;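 active = inhibition above about 21% made by adding two undisclosed values, limit read from the data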
ABHD4 inh = ABHD4 inhibitors, primary screen, biochemical, fluorescence polarization, mouse; inhibition, % at 8.92 µM; (Lyso)-N-acylphosphatidylethanolamine lipase (Mus musculus), Q8VD66; purified mABHD4, FP-Rh probe fluorescence polarization; actives 0.54% (n = 370,000);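 active = inhibition exceeding the mean over every tested compound plus 3 SD, cut at about 30% in these data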;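 note: 0% = plate median of compound wells and 100% = S159A mutant with DMSO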
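Assay system: wild-type mouse ABHD4 protein; compound: single nominal dose of 8.92 µM, 0.89% DMSO final; schedule: 45 min + 60 min at 25 °C; measured by: FP readout, ex 525 nm / em 598 nm; evaluation: % inhibition of FP-Rh probe binding versus controls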
UHRF1 binding = UHRF1 methylated DNA binding inhibitors, primary screen, counter-screen for MBD2 inhibitor project, biochemical, TR-FRET, human UHRF1, single concentration. actives 0.75% (n = 370,000). UHRF1 binding to methylated oligo. inhibition, % at 4.4 µM. E3 ubiquitin-protein ligase UHRF1 (Homo sapiens), Q96T88; in the data active = inhibition above about 21%;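 note: UHRF1 SRA domain binding a hemimethylated CpG hairpin DNA probe; 0% = median of test compound wells and 100% = reference inhibitor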
* = called active by the depositor; · = not tested or not shown. Not all compounds are listed. The share of hits here may be higher or lower than overall.

No.	Compound	GC-A act	HTRA1 inh	TCR CD3 inh	rCAG binder	NPR2 activator	SIAE primary	MBD2 DNA inh	PRMT1 FP inh	ABHD4 inh	UHRF1 binding
1	CCOc1cc(N2CCOCC2)c(OCC)cc1NC(=O)COC(=O)CCc1c[nH]c2ccccc12	2	2	6	-6	4	2	4	-3	1	-1
2	Cc1cc(=O)n2[nH]c(NCc3c(F)cccc3Cl)nc2n1	-2	5	1	1	-6	-5	4	2	0	4
3	C=CCn1c2ccccc2c2nnc(SCCN3CCCCC3)nc21	9	-7	5	0	-3	1	-5	0	7	-4
4	COC(=O)[C@]12C[C@H](CC(=O)NCc3cccc(C(F)(F)F)c3)C(=O)N(Cc3ccc(Cl)cc3Cl)C1=C[C@H](C(C)C)O[C@@H]2C1CC1	-2	·	·	2	4	4	-3	0	-7	-2
5	CCC/C=C/c1ccc(CN2C(C(C)C)C(=O)N(Cc3cn(CCC4OCCO4)nn3)CCS2(=O)=O)cc1 (stereo unspecified)	0	-15	-8	3	1	-2	3	-2	-17	6
6	Cc1ccccc1NC(=O)CN1C(=O)N/C(=C\c2cccn2-c2cccc(C(=O)O)c2)C1=O	-4	0	15	18	3	-2	21*	7	7	75*
7	Cc1nnc(SCC(=O)Nc2ncc(Cl)cc2Cl)n1Cc1ccccc1	-2	-2	6	-1	3	2	0	-1	-2	-2
8	COc1ccccc1N1CCN(C(=O)c2cc(-c3ccc(Cl)cc3)on2)CC1	3	5	1	3	5	0	-5	-6	-9	-1
9	COCCCNC(=O)[C@H](Cc1c[nH]c2ccccc12)NC(=O)OCc1ccccc1	-4	3	3	-8	0	3	1	-1	1	0
10	CC(C)(C)Cc1nnc(NS(=O)(=O)c2ccc(F)cc2)s1	1	0	-12	18	8	-1	-1	0	-5	6
11	O=C(O)c1ccc(/C=N/Nc2nc(N3CCCCC3)nc(N3CCCCC3)n2)cc1	-2	6	-11	3	2	0	2	2	8	3
12	CN1CCN(c2ncnc3c2ncn3[C@H]2CN(Cc3ccncc3)C[C@@H](CO)O2)CC1	4	·	2	1	-1	14	7	0	7	0
13	O=C(COn1nnc2ccc(C(F)(F)F)cc21)Nc1nnc(-c2ccccc2)o1	-3	3	-9	17	-1	8	3	4	7	-2
14	COc1ccc(CN2C(=O)CSCC2=O)cc1OC	2	2	-1	-2	0	10	-1	-4	3	-1
15	COc1cc(NC(=O)COC(=O)/C=C/c2c(C)nn(C3CCS(=O)(=O)C3)c2Cl)cc(OC)c1OC (stereo unspecified)	0	-5	2	-4	9	3	1	-1	7	-1

Among those listed so far, eight have four or more nitrogen atoms:
No.	Compound	GC-A act	HTRA1 inh	TCR CD3 inh	rCAG binder	NPR2 activator	SIAE primary	MBD2 DNA inh	PRMT1 FP inh	ABHD4 inh	UHRF1 binding
2	Cc1cc(=O)n2[nH]c(NCc3c(F)cccc3Cl)nc2n1	-2	5	1	1	-6	-5	4	2	0	4
3	C=CCn1c2ccccc2c2nnc(SCCN3CCCCC3)nc21	9	-7	5	0	-3	1	-5	0	7	-4
5	CCC/C=C/c1ccc(CN2C(C(C)C)C(=O)N(Cc3cn(CCC4OCCO4)nn3)CCS2(=O)=O)cc1 (stereo unspecified)	0	-15	-8	3	1	-2	3	-2	-17	6
6	Cc1ccccc1NC(=O)CN1C(=O)N/C(=C\c2cccn2-c2cccc(C(=O)O)c2)C1=O	-4	0	15	18	3	-2	21*	7	7	75*
7	Cc1nnc(SCC(=O)Nc2ncc(Cl)cc2Cl)n1Cc1ccccc1	-2	-2	6	-1	3	2	0	-1	-2	-2
11	O=C(O)c1ccc(/C=N/Nc2nc(N3CCCCC3)nc(N3CCCCC3)n2)cc1	-2	6	-11	3	2	0	2	2	8	3
12	CN1CCN(c2ncnc3c2ncn3[C@H]2CN(Cc3ccncc3)C[C@@H](CO)O2)CC1	4	·	2	1	-1	14	7	0	7	0
13	O=C(COn1nnc2ccc(C(F)(F)F)cc21)Nc1nnc(-c2ccccc2)o1	-3	3	-9	17	-1	8	3	4	7	-2

Next part:
No.	Compound	GC-A act	HTRA1 inh	TCR CD3 inh	rCAG binder	NPR2 activator	SIAE primary	MBD2 DNA inh	PRMT1 FP inh	ABHD4 inh	UHRF1 binding
16	O=C(c1cc(-c2cccc(Cl)c2)nc2ccccc12)N1CCCC1	5	-22	12	0	-4	-2	3	0	-4	2
17	Cc1ccc(NCCC(=O)c2cccs2)cc1	2	1	2	-2	0	-2	1	7	-1	0
18	Cc1cc2c(cc1S(=O)(=O)N1CCOCC1)NC(=O)CO2	1	4	-6	-2	7	-3	-2	2	3	1
19	CCc1c(C(=O)Nc2ccncc2)csc1C	-3	6	-11	-1	0	-6	8	4	-11	3
20	CCOc1cccc(C(=O)NCc2ccccc2)c1	0	1	2	-2	1	1	-1	3	6	-1
21	CN1C(=O)S/C(=C/c2ccccc2OCc2ccc(C(=O)O)cc2)C1=O	-2	-2	8	14	-3	-12	0	2	-11	-3
22	COc1ccc(S(=O)(=O)c2c(O)c3ccc(C(=O)Nc4ccc(F)cc4F)cc3[nH]c2=O)cc1	4	-2	3	12	0	-2	4	0	1	0
23	COc1ccccc1C(=O)NCCC(=O)N1CCN(S(=O)(=O)c2ccc(Cl)cc2)CC1	-3	-8	-7	-2	-7	4	3	4	-1	2
24	Cc1cc(C(=O)Nc2sc(C)c(-c3ccc(F)cc3)c2C(N)=O)no1	-1	-13	3	2	-9	-1	-2	-2	-8	0
25	CCCCC1Cc2[nH]c(=S)[nH]c(=O)c2C(c2cccc3ccccc23)O1 (stereo unspecified)	-7	·	2	27	-6	12	-4	-1	2	-3
26	CC(OC(=O)c1ccccc1NCCO)C(=O)Nc1ccc(S(=O)(=O)N2CCOCC2)cc1 (stereo unspecified)	-3	-8	-12	13	-5	-5	1	-2	-12	9
27	COC(=O)c1c(NC(=O)CSc2nnnn2-c2ccccc2)sc2c1CCC(C(C)(C)C)C2 (stereo unspecified)	8	-9	-11	10	-1	-8	5	-1	-1	6
28	Cc1cc(C[n+]2cc(Cl)ccc2N)c2ncccc2c1	-7	2	-2	16	-8	5	-1	1	1	-2
29	Cc1c(C(=O)OC(C)C)[nH]c2c1C(=O)CC(C)(C)C2	4	-10	3	-7	-1	4	2	-1	-7	0
30	O=C(Cc1c(F)cccc1Cl)NC1CCN(Cc2ccccc2)CC1	1	3	4	-7	-2	0	4	1	-4	5
31	O=[N+]([O-])c1ccc(S(=O)(=O)Nc2ccc(S(=O)(=O)N3CCCC3)cc2)cc1	-3	5	1	20	8	15	-2	-5	5	0
32	Cc1cccc(OC(=O)CCN2C(=O)C3C4C=CC(C5CC45)C3C2=O)c1C (stereo unspecified)	-2	0	0	-4	-5	-7	4	4	-4	9
33	CC1(C)Cc2c(cnn2-c2cccc(F)c2)C(NC(=O)CSc2ccccn2)C1 (stereo unspecified)	-2	-9	3	3	-2	3	-8	0	3	-3
34	CSc1ccccc1NC(=O)c1cc(Cl)sc1Cl	-8	-17	7	1	-6	-2	1	1	-3	0
35	Cc1ccc(OCC(=O)Nc2ccc3c(c2)OCO3)c([N+](=O)[O-])n1	0	7	0	-3	-10	0	4	-2	0	2
36	COc1ccccc1C(=O)N(CN1CCCC1=O)c1cccc(Cl)c1	1	4	1	6	-3	-5	4	0	-4	-2
37	CC1CCc2cc(F)cc3c(O)c(C(=O)NCc4ccco4)c(=O)n1c23 (stereo unspecified)	4	-24	-2	1	5	-6	-3	1	6	-3
38	Cc1[nH]c2ccccc2c1C(=O)CN1CCC(C)CC1	1	3	-1	0	-3	1	-4	1	-5	-1
39	CS(=O)(=O)N1N=C(c2ccco2)CC1c1ccc(Br)cc1 (stereo unspecified)	-2	-2	-2	9	1	-7	2	2	-6	-3
40	Cc1cccc2cc(C#N)c(SCC(=O)N3CCC(C)CC3)nc12	-1	-4	-1	-1	-3	0	-6	0	-1	-3
41	C=CCN(c1ccc(C(=O)Nc2ccc(NC(C)=O)cc2)cc1)S(C)(=O)=O	-2	-3	-5	11	1	1	-3	-3	-5	2
42	O=C1C=C(Nc2ccccc2C(=O)O)c2ccccc2C1=O	-8	25	2	29	-7	7	-9	13	44*	-7
43	CCOc1ccc(NS(=O)(=O)c2cc(C(=O)NCCN3CCOCC3)ccc2C)cc1	0	2	1	3	-1	-2	7	-8	-2	0
44	COC(=O)C1=C(C)N(Cc2ccccc2C(F)(F)F)C(=NCc2ccccc2C(F)(F)F)NC1c1ccc(C(F)(F)F)cc1 (stereo unspecified)	0	·	11	1	9	-8	-5	-1	-1	-1
45	CC(C)CSc1nc2c(c(=O)[nH]c(=O)n2C)n1CC(O)COc1cccc2ccccc12 (stereo unspecified)	-10	1	4	5	-7	3	-1	13	2	6
46	Cc1cc(C(=O)NNS(=O)(=O)c2ccc(C(C)(C)C)cc2)nn1C(C)(C)C	0	-4	-2	-3	1	0	-3	0	-4	2
47	Cc1ccccc1OCC(=O)NCC(C)(C)N1CCOCC1	1	2	-3	-8	-3	0	0	0	0	1
48	CCOC(=O)c1cnc2c(C)c(C)ccc2c1NCCN1CCOCC1	15	1	-4	-7	0	-1	5	2	5	2
49	NC(=O)c1ccc(NC(=O)COC(=O)c2ccc(Br)c(S(=O)(=O)N3CCOCC3)c2)cc1	-4	-7	2	4	1	-3	-5	-4	14	-1
50	CCCCCCC12C(=Cc3cc4c(cc31)OCCO4)c1cc(OC)c(OC)cc1C(CC(=O)NC1CCCCC1)N2C(=O)OC (stereo unspecified)	-3	·	4	14	1	-2	0	1	0	0
51	O=Cc1c(NCc2ccccc2)c2ccccc2[nH]c1=O	0	5	4	10	2	-3	2	0	-3	0
52	COc1ccc(OCC(=O)N/N=C2\CCCc3ccccc32)cc1	0	3	-3	-2	-2	-3	1	2	-2	1

An excerpt from above in order of formula weight, highest first:
No.	Compound	GC-A act	HTRA1 inh	TCR CD3 inh	rCAG binder	NPR2 activator	SIAE primary	MBD2 DNA inh	PRMT1 FP inh	ABHD4 inh	UHRF1 binding
50	CCCCCCC12C(=Cc3cc4c(cc31)OCCO4)c1cc(OC)c(OC)cc1C(CC(=O)NC1CCCCC1)N2C(=O)OC (stereo unspecified)	-3	·	4	14	1	-2	0	1	0	0
48	CCOC(=O)c1cnc2c(C)c(C)ccc2c1NCCN1CCOCC1	15	1	-4	-7	0	-1	5	2	5	2
51	O=Cc1c(NCc2ccccc2)c2ccccc2[nH]c1=O	0	5	4	10	2	-3	2	0	-3	0
